Screening results (PubChem)
ST2 inh = blocks human ST2 binding to IL-33 | AlphaLISA ST2-Fc/biotin-IL-33 interaction, 1 h | inhibition, % for hits at 17 µM | actives 2.3% (n = 78,000) | AID 1259354; in the data active = inhibition above about 30%; inconclusive = mostly about 10% to 28%
Target sequence (Q01638 whole entry, looked up): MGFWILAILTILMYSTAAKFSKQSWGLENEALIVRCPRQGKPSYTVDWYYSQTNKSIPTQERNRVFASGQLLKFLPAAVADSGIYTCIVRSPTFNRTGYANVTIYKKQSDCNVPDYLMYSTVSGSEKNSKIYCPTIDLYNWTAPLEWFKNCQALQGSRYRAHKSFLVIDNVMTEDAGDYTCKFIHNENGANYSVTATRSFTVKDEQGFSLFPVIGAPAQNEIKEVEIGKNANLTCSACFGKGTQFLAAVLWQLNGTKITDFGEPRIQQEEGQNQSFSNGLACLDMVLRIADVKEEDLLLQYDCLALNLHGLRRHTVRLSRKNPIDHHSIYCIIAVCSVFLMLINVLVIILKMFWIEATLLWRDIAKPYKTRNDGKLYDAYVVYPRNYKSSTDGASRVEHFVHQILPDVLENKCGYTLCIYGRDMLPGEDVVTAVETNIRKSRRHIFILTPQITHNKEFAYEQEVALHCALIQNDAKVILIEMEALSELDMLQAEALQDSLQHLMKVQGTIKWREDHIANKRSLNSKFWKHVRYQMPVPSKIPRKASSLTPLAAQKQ
The depositor's hits bear a star; i = inactive; ? = inconclusive.

no. | molecule | ST2 inh
1 | COc1ccccc1-n1c(SCC(=O)N2CCCC2)nc2c(c1=O)SCC2 | i
2 | O=C(c1ccccc1)C1CCN(S(=O)(=O)NCc2ccccc2)CC1 | i
3 | Cc1ccccc1NC(=O)CC(=O)N(Cc1ccccn1)C[C@@H]1CCC(=O)N1 | ?
4 | Nc1ccc(C(=O)Nc2ccc(NC(=O)c3ccc(N)cc3)c(Cl)c2)cc1 | i
5 | Cc1ccc(NC(=O)N[C@H]2C[C@@](O)(C(=O)N[C@@H](Cc3ccc(O)cc3)C(N)=O)C[C@@H](O)[C@@H]2O)cc1 | i
6 | CC1CCCN(CCCNS(=O)(=O)c2cccc3cccnc23)C1 (stereo unspecified) | i
7 | O=C(O)c1ccc(Oc2ccc(S(=O)(=O)c3ccc(C(=O)O)cc3)cc2)cc1 | i
8 | CC1CCN(C(=O)c2ccc3nccnc3c2)CC1 | i
9 | COc1ccc(CN2C[C@H](O)C[C@H]2c2nc(-c3cccc([N+](=O)[O-])c3)no2)c(OC)c1OC | ?
10 | O=C(c1cc(-c2ccccc2)nc2ccccc12)N1CCCCCC1 | i
11 | N#Cc1c(N)nc2c(c1-c1cccs1)CCCCCC2 | i
12 | Oc1oc(-c2ccc(Cl)cc2)nc1C=Nc1ccccc1Cl | i
13 | COc1ccc(C2CC(=O)C3=C(C2)Nc2ccccc2NC3c2ccc3ccccc3c2)cc1 (stereo unspecified) | ?
14 | O=C(C1CCN(S(=O)(=O)c2cccs2)CC1)N1CCN(c2ccc(F)cc2)CC1 | i
15 | COc1cccc(CN2C(=O)NC(C)(C3CCN(C(=O)/C=C/c4cccc(F)c4)CC3)C2=O)c1OC (stereo unspecified) | i
16 | Cc1ccccc1CCN1C(=O)c2oc3ccccc3c2OCC1(C)C(=O)NC1CCCC1 (stereo unspecified) | i
17 | Cc1c(N(C)S(=O)(=O)c2ccc(C(C)(C)C)cc2)c(=O)n(-c2ccccc2)n1C | ?
18 | O=C(NCCC1=CCCCC1)C1CCN(S(=O)(=O)N2CCCC2)CC1 | ?
19 | O=C1C2CCCCC2C(=O)N1c1ccccc1F (stereo unspecified) | i
20 | O=c1cc(-c2ccc(O)cc2)oc2c(C3OCC(O)C(O)C3O)c(O)c(C3OC(CO)C(O)C(O)C3O)c(O)c12 (stereo unspecified) | i
21 | O=C(Nc1ccc(-c2cscn2)cc1)C1CCCN(C(=O)CN2CCCC2=O)C1 (stereo unspecified) | ?
22 | Cc1ccc(-c2ccc(C(=O)C(F)(F)F)[nH]2)cc1 | i
23 | COCCCC1CCCCN1C(=O)NCCc1ccccc1 (stereo unspecified) | i
24 | CC(C)(C)c1ncc2c(n1)CN(C(=O)Cc1ccc3c(c1)NC(=O)CO3)C2 | i
25 | Cc1ccc2nc(OCc3ccccc3Cl)c(CNCc3cnn(C)c3)cc2c1 | ?

Shown field by field: 4 of the compounds above.
14. O=C(C1CCN(S(=O)(=O)c2cccs2)CC1)N1CCN(c2ccc(F)cc2)CC1
- ST2 inh: i
4. Nc1ccc(C(=O)Nc2ccc(NC(=O)c3ccc(N)cc3)c(Cl)c2)cc1
- ST2 inh: i
25. Cc1ccc2nc(OCc3ccccc3Cl)c(CNCc3cnn(C)c3)cc2c1
- ST2 inh: ?
22. Cc1ccc(-c2ccc(C(=O)C(F)(F)F)[nH]2)cc1
- ST2 inh: i

Additional results follow.
no. | molecule | ST2 inh
26 | CN1CCCN(CC(=O)NCCSC(C)(C)C)CC1 | ?
27 | O=C(NC1CC1)c1ccc(C2SCC(=O)N2Cc2ccccc2)cc1 (stereo unspecified) | i
28 | Cc1cccc(CN2CCCN(CC(=O)Nc3ccccc3)S2(=O)=O)c1 | ?
29 | OCCN(Cc1ccccc1)Cc1cccs1 | i
30 | CC(C)n1c(=N)c(C(=O)NC2CCCC2)cc2c(=O)n3ccccc3nc21 | ?
31 | O=C1OC(c2cccc(I)c2)=N/C1=C\c1ccc([N+](=O)[O-])cc1 | i
32 | O=C(c1ccc([N+](=O)[O-])cc1)N1N=C2CCCCCC2C1(O)C(F)(F)F (stereo unspecified) | i
33 | CC(=O)c1cccc(NC(=O)c2cc(-c3ccco3)on2)c1 | i
34 | CC(C)OCCCNC(=O)CSc1c2c(nc3ccc(Cl)cc13)CCCC2 | ?
35 | CN1CCC(N(C)Cc2cccs2)CC1 | i
36 | COc1ccc(NS(=O)(=O)c2c(Cl)nc(C)c(Cl)c2C)cc1 | i
37 | O=C(c1cccc(F)c1)N1CCN(c2ccc([N+](=O)[O-])c(NCc3ccccc3)c2)CC1 | 36.0%*
38 | CC(C)c1ccc(OCC(O)CN2CCN(c3ccccn3)CC2)cc1 (stereo unspecified) | i
39 | COc1ccc(C2=N/C(=C\c3ccc(OC)c(OC)c3OC)C(=O)O2)cc1OC | ?
40 | COc1ccc(C)cc1Nc1ncnc(N)c1[N+](=O)[O-] | i
41 | COc1ccc(-n2ncc3c(N(C)Cc4ccccc4)ncnc32)cc1 | i
42 | O=C(Nc1ccccc1)c1cc2n(n1)CCN(Cc1cnc[nH]1)C2 | i
43 | COc1cccc(-n2cc(CN(C)Cc3cc(F)ccc3F)cn2)c1 | i
44 | C[C@@]12CC3(S(=O)(=O)O)OC(O1)[C@]1(COC(=O)c4ccccc4)[C@H]3C[C@]21O[C@@H]1O[C@H](CO)[C@@H](O)[C@H](O)[C@H]1O | ?
45 | CN(C)c1ccc(C2C(N3C(=O)c4ccccc4C3=O)C(=O)N2c2ccc(Cl)cc2)cc1 (stereo unspecified) | ?
46 | COc1ccc(Cn2c(NCCO)nc3c2c(=O)n(C)c(=O)n3C)cc1 | ?
47 | O=C(C1CC1)N1CCc2cc(S(=O)(=O)NC3CCN(Cc4ccccc4)CC3)ccc21 | ?
48 | CCc1nccc(-c2c(-c3ccccc3)ncn2C2CC(=O)N(CC)C2)n1 (stereo unspecified) | ?
49 | c1ccc2c(c1)[nH]c1nc(SCCCN3CCOCC3)nnc12 | i
50 | O=C(NCc1cccnc1-n1ccnc1)C1CCCc2c1[nH]c1ccccc21 (stereo unspecified) | ?
51 | Cc1nc2c(sc3nc4c(cc32)COC(C)(C)C4)c(=O)n1CC(C)C | i
52 | Clc1ccccc1N1CCN(Cc2ccc(Br)o2)CC1 | i
53 | CCc1nc(C)c(CC(=O)N2CCCC(N3CCCC3=O)C2)c(=O)[nH]1 (stereo unspecified) | i
54 | Cc1ccc(/C=C2/SC(N3CCN(C)CC3)=NC2=O)cc1 | i
55 | CC1(C)CC2CC(C)(CN2C(=O)c2cnn3c2NC(c2cccs2)CC3C(F)(F)F)C1 (stereo unspecified) | i
56 | COc1ccc(-c2nnc(NC(=O)C(F)(F)F)s2)cc1OC | i
57 | CC(C)n1c(=N)c(C(=O)NCc2cccnc2)cc2c(=O)n3ccccc3nc21 | i
58 | CC(C)C[C@H]1CN(C(=O)c2ccc(=O)n(C)c2)CC[C@@]1(C)O | ?
59 | Cc1oc2ccc(NS(=O)(=O)c3ccc(C(C)(C)C)cc3)cc2c1C(=O)OC(C)C | ?
60 | c1ccc(CCCN2CCOCC2)cc1 | i
61 | CC1=CC[C@@H]2CN(C(=O)Cc3c(C)nc(C)[nH]c3=O)C[C@@H]2C1 | i
62 | Cc1ccc(CCNC(=O)CCC2=NS(=O)(=O)c3ccccc3N2)cc1 | i
63 | COc1ccc(-c2nc(CSCC(=O)N3CCc4ccccc43)c(C)o2)cc1OC | ?
64 | CN1CCC(Oc2ccc(Cl)cc2C(=O)NC(C)(C)C)CC1 | i
65 | CSc1cccc(NC(=O)C2(S(=O)(=O)c3ccc(Cl)cc3)CC2)c1 | ?
66 | COc1cc(CC2(CCC(=O)N(Cc3c(C)nn(C)c3C)C(C)C)CCC(=O)N2)ccc1F (stereo unspecified) | i
67 | CSc1cccc(NC(=O)CCSc2ccccc2)c1 | i
68 | Cc1ccc(Nc2cc(C)nc(N3CCN(S(=O)(=O)c4ccc5c(c4)Cc4ccccc4-5)CC3)n2)cc1 | ?
69 | Cn1c(OCc2ccc3c(c2)OCO3)nc2c1c(=O)n(Cc1ccc(F)cc1)c(=O)n2C | ?
70 | Cc1cnc(CN(C)C(=O)[C@@]23CNC[C@@H]2CN(Cc2ccccc2)C3)[nH]1 | i
71 | COc1ccc(NC(=O)C2CCCN(S(=O)(=O)c3cnc[nH]3)C2)cc1Cl (stereo unspecified) | i
72 | O=C(C1CCC(CNS(=O)(=O)c2cccc3nsnc23)CC1)N1CCCCCC1 (stereo unspecified) | i
73 | O=C(CN1C(=O)CCSc2ccccc21)Nc1ccccc1 | i
74 | CCNc1nc(NCC)nc(OCCNS(=O)(=O)c2cc(C)ccc2C)n1 | i
75 | O[C@@H]1C[C@H]2CN(Cc3cc(Cl)ccc3C(F)(F)F)C[C@H]2C[C@@H]1O | i

A run of entries taken from the entries so far:
no. | molecule | ST2 inh
51 | Cc1nc2c(sc3nc4c(cc32)COC(C)(C)C4)c(=O)n1CC(C)C | i
52 | Clc1ccccc1N1CCN(Cc2ccc(Br)o2)CC1 | i
53 | CCc1nc(C)c(CC(=O)N2CCCC(N3CCCC3=O)C2)c(=O)[nH]1 (stereo unspecified) | i
54 | Cc1ccc(/C=C2/SC(N3CCN(C)CC3)=NC2=O)cc1 | i

The list continues.
no. | molecule | ST2 inh
76 | COCC(C)NC(=O)c1cc(-c2cc(OC)ccc2OC)on1 (stereo unspecified) | i
77 | CC(=O)OCC1=C(C(=O)O)N2C(=O)[C@@H](NC(=O)Cc3cccs3)[C@H]2SC1 | i
78 | COC(=O)c1c(C)oc2ccc(OCC(=O)OCc3ccccc3)cc12 | ?
79 | CCOC(=O)c1c(NC(=O)C2CC2c2ccccc2)sc(C(C)=O)c1C (stereo unspecified) | ?
80 | COc1cc2c(cc1OC)C(C(=O)N1CCC(C(N)=O)CC1)C(c1ccccc1F)N(C)C2=O (stereo unspecified) | i
81 | O=C(C1c2ccccc2C(=O)N2CCc3ccccc3C12)N1CCN(C2CCCCC2)CC1 (stereo unspecified) | i
82 | COc1ccc2cc3cc(C(=O)Nc4ccc(Cl)cn4)oc3nc2c1 | ?
83 | O=C1CC(c2ccccc2)CC2=C1C(c1cccnc1)Nc1ccc3ccccc3c12 (stereo unspecified) | i
84 | Cc1nn(-c2ccc(Cl)nn2)c(=O)c2ccccc12 | ?
85 | CC(C)Cc1cc(C(=O)Nc2ccc(Br)cc2)no1 | i
86 | NC(=O)Cn1c(=O)n(-c2cc(F)ccc2F)c(=O)c2sccc21 | ?
87 | O=c1/c(=C\c2ccc(Br)c([N+](=O)[O-])c2)sc2nc3ccccc3n12 | ?
88 | Cc1noc(C)c1C(=O)NCC[C@@H]1C[C@@H]2C=C[C@H]1C2 | ?
89 | O=C(NCc1nc2ccccc2[nH]1)c1ccccc1 | i
90 | O=C(NCCC1COc2ccccc2O1)c1cn(Cc2c(F)cccc2F)nn1 (stereo unspecified) | i
91 | COc1ccc2nc3sc(C(=O)N(C)c4cccc(C)c4)cc3cc2c1 | i
92 | COc1ccc(-c2ccc(CCC(=O)O)[nH]2)cc1 | ?
93 | CCN(C)c1ccc(C=Nc2c(C)n(C)n(-c3ccccc3)c2=O)cc1 | i
94 | CN1CCN(C(=O)CN2CCN(Cc3ccc(Cl)cc3)C2=O)CC1 | i
95 | O=C(Cc1csc(-c2ccccc2)n1)NCc1cccnc1-n1ccnc1 | i
96 | COc1cc2c(cc1OC)-c1nnc(-c3cccs3)n1C1(CCCC1)C2 | i
97 | O=C(c1cccc(Br)c1)N1CCCCC1 | i
98 | Cc1cccc(C)c1OCCCN(C)C(=O)c1ccc2[nH]c(=O)c(=O)[nH]c2c1 | i
99 | CCOc1ccc(C(=O)CCC(=O)N2CCn3cncc3C2)cc1C | ?
100 | Cc1c(C(=O)NCc2ccco2)oc2ccc(S(=O)(=O)N3CC(C)CC(C)C3)cc12 (stereo unspecified) | i
101 | Cn1cc([N+](=O)[O-])c(C(=O)Nc2nc(-c3ccc(Cl)cc3)cs2)n1 | i
102 | COCCN(Cc1cn(C)nc1-c1cccc(Cl)c1)C(C)C | i
103 | CCCCN(C)CCCNC(=O)c1cc(-c2ccncc2)nc2ccccc12 | i
104 | CC(C)(C)c1ccc(C(=O)NCCCN=C2NS(=O)(=O)c3ccccc32)cc1 | i
105 | CCN(CC)S(=O)(=O)N1CCn2nc(C(=O)N3CCCC3)cc2C1 | i
106 | COc1cc(-c2nc3cnccn3c2Nc2c(C)cccc2C)ccc1O | i
107 | COc1ccc(S(=O)(=O)N=C2C(C)=CC(=O)C(S(=O)(=O)c3ccccc3)=C2C)cc1 | ?
108 | COc1ccc(CCNC(=O)C[C@@H]2c3nc(NC(=O)CC(C)(C)C)sc3C[C@@H]3[C@](C)(CO)[C@H](O)CC[C@]32C)cc1OC | i
109 | CC(C)Oc1ccc(C2NC(=O)NC2=O)cc1 (stereo unspecified) | ?
110 | CCN(C(=O)c1cc(-c2cnc(N)nc2)nc2c(C)cccc12)C1CCCCC1 | i
111 | Cc1ccccc1Oc1ccc(N2C(=O)C3C4C=CC(C4)C3(C)C2=O)cc1 (stereo unspecified) | i
112 | Cc1ccc(C)c(OCCCN(C)C(=O)c2cn3c(n2)CNCC3)c1 | i
113 | Nc1ccc(Oc2ccc(Cl)cc2)cc1 | 37.0%*
114 | CNS(=O)(=O)c1ccc(-c2nccn2CC2OCCc3ccccc32)cc1 (stereo unspecified) | ?
115 | COc1cc2c(cc1OC)C(Nc1nc(-c3ccccc3)cs1)=NC(C)(C)C2 | ?
116 | N#Cc1ccccc1S(=O)(=O)N[C@H]1CO[C@H]2[C@@H]1OC[C@H]2OC(=O)NC1CCCCC1 | ?
117 | CCCn1ncc(CN2CCCC(CCC(=O)Nc3ccc(C(F)(F)F)cc3)C2)c1C (stereo unspecified) | i
118 | CCOc1ccc(-c2nc3s/c(=C\c4cccc(OC)c4OC)c(=O)n3n2)cc1 | i
119 | COc1ccc(C)cc1NC(=O)C1c2cc(OC)c(OC)cc2C(=O)N(C)C1c1cccs1 (stereo unspecified) | i
120 | COc1ccc(C(CC(=O)c2ccccc2)Nc2ccc(F)cc2)cc1 (stereo unspecified) | ?
121 | COC(=O)C1C(=O)C2=C(CC1C)NC(C)=C(C(=O)OC1CCCC1)C2c1ccccc1OC (stereo unspecified) | i
122 | CN(C)S(=O)(=O)c1ccc(C(=O)Nc2ccc(F)c(Cl)c2)cc1 | i
123 | CN(CC(O)COCc1ccccc1)C1CCCCC1 (stereo unspecified) | i
124 | Cc1cc(Cl)c(OCCn2ccnc2)c(Br)c1 | i
125 | CSc1ncc(-c2nccn2CC[C@@H]2C[C@@H]3C=C[C@H]2C3)cn1 | ?

Only part of the results is shown; count on the stated rates, not on these rows.
